esBAF inh – SWI/SNF esBAF complex inhibition; reporter increase, % at 12.5 µM; mouse ES cells, Bmi1-luciferase knock-in reporter, 24 h; 100% = twice the neutral-well signal; 350,000 compounds, 2% hits; in the data active = activation above about 40%;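 note: 0% = median of the plate's neutral control wells and 100% = double that signal; a rise in the Bmi1 reporter signal indicates esBAF inhibition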
FN deposition inh – fibronectin deposition inhibition. AH1F fibroblasts, Alexa488-fibronectin deposition fluorescence, overnight. inhibition, % at 12.6 µM. 350,000 compounds, 0.086% hits. AID 743247;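 active = mean inhibition across replicates of 30% or more, regardless of how many single replicates reach that level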;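 note: positive control wells lacked labelled fibronectin entirely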
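material = AH1F fibroblast monolayer depositing Alexa488-labelled fibronectin into matrix | amount = 10000 AH1F cells/well | buffer or medium = DMEM plus 2% serum, read in PBS | incubation = 1 h cell adhesion before compound, then overnight fibronectin incubation | detection = fluorescence at 485 nm excitation, 525 nm emission | evaluation = percent inhibition as loss of matrix-bound fibronectin fluorescence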
RAD54 branch – inhibitors of human RAD54 branch migration; Q92698; RAD54 Holliday junction branch migration, FAM/BHQ fluorescence; inhibition, % at 10.4 µM; 360,000 compounds, 0.14% hits; AID 602329;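 active = mean normalized replicate activity at least 40 and at least half of replicates scoring 40 or more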;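 note: 0% = median of neutral control wells and 100% = median of positive control wells; inhibitors cause a drop in the FAM fluorescence signal; in these data hits start at about 50%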
S100A4 MyoIIA – S100A4-myosin IIA interaction inhibition; P26447; S100A4/TAMRA-MyoIIA peptide fluorescence polarization; inhibition, % at 10.7 µM; 360,000 compounds, 0.14% hits;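 active = mean inhibition of at least 70% across replicates, with every replicate also reaching that level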
Target sequence (P26447 whole entry, looked up): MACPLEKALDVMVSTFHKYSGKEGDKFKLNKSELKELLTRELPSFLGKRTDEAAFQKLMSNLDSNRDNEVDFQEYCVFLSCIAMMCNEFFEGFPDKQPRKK
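System – human S100A4 monomer protein, biochemical binding assay · Buffer or medium – Calcium-containing HEPES buffer, pH 7.2 · Timing – 5 min between mix addition and reading · Also added – TAMRA-labelled myosin IIA heavy-chain peptide probe, 5 nM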
RAD52 anneal inh – RAD52 (human) annealing inhibition. recombinant RAD52 DNA annealing, FRET fluorescence. 360,000 compounds, 0.46% hits. AID 651710. inhibition, % at 18.7 µM;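 active = every replicate showing at least 50% inhibition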
EWS-Fli block – blocks EWS/Fli oncoprotein-driven transcription | 350,000 compounds, 0.67% hits | AID 651661 | inhibition, % at 12.6 µM | A673 NR0B1-luciferase reporter, viability-normalised;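 active = mean inhibition of at least 50% after viability correction, with every replicate also passing that limit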;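 note: firefly luciferase signal divided by Alamar Blue viability fluorescence both relative to DMSO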
E-sel inducer – induces E-selectin expression in human endothelial cells; activation, % at 7.58 µM; HUVEC E-selectin immunofluorescence imaging; normalized: neutral wells 0, TNF-alpha wells 100; 260,000 compounds, 0.37% hits;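 active = mean E-selectin-positive cell signal at least 10% of the positive control, reached in at least 60% of replicates, without over 20% cell loss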;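 note: in these data hits start at about 27%; measured in HUVEC primary endothelial cells; signal is the percent of cells scored E-selectin positive by PE staining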
Target sequence (P16581 whole entry, looked up): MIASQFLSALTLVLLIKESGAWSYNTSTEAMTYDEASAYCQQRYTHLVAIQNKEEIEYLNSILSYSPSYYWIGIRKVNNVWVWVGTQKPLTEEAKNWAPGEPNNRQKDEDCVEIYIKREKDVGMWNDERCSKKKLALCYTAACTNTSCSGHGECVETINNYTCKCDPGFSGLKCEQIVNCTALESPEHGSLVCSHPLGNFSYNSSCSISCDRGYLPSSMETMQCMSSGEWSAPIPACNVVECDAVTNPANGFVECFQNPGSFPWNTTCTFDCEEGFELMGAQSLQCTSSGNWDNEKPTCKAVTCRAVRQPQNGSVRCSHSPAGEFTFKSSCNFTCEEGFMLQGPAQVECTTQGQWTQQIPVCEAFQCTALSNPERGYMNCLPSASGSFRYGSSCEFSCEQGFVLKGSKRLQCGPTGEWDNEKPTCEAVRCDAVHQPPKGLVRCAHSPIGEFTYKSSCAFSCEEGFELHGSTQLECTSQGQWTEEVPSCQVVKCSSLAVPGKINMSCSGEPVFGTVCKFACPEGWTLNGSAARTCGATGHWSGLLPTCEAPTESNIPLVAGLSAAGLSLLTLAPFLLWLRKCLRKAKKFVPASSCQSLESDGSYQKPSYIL
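Test system – human umbilical vein endothelial cells (HUVEC), E-selectin induction · Input – 3,000 HUVEC seeded per well · Buffer or medium – EGM-2, gelatin · Compound dosing – single-point compound dose · Detection – immunofluorescence imaging · Measure – percent E-selectin-positive cells · Controls – TNF-alpha high, DMSO low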
XiGFP reactiv – X-chromosome reactivation activator; XiGFP mouse fibroblasts, % GFP-positive cells imaging, 3 d; cells co-treated with 5-aza-dC sensitizer; scaled so ellipticine positive control = 100%; activation, % at 7.58 µM; 360,000 compounds, 0.055% hits;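 active = mean normalized replicate activation at least 10% and every replicate at or above 10%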;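 note: 0% = median of on-plate neutral control wells and 100% = ellipticine 6 µM median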
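Schedule: 3 d treatment, 15 min room-temperature fixation; system: 68-5-11 XiGFP fibroblast line; buffer or medium: DMEM plus 5-aza-dC sensitizer; control set: ellipticine 6 µM positive control; compound: one concentration, pinned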
Starred values were filed as active, the others as inactive; / = no result given; & = joins results of further samples.

SMILES | esBAF inh | FN deposition inh | RAD54 branch | S100A4 MyoIIA | RAD52 anneal inh | EWS-Fli block | E-sel inducer | XiGFP reactiv
O=C(COC(=O)CNC(=O)c1ccccc1F)NC1CC1 | -6 | 8 | -6 | 0 | -14 | -1 | -0.1 | 0.2
O=C(Nc1ccc(Cl)cn1)c1cccc(OCc2ccccc2)c1 | 11 | 11 | -2 | -2 | -5 | -21 | 0.6 | 0.2
CCOC(=O)N1CCN(C(=O)c2ccc3c(=O)n(CCc4ccccc4)c(=O)[nH]c3c2)CC1 | 3 | 1 | 3 | / | / | / | 1.3 | /
COc1ccccc1-c1cnc2c(c1)C(=O)N([C@H](C)CO)C[C@H](C)[C@H](CN(C)CC1CCOCC1)O2 | -2 | / | 3 | 6 | -7 | -1 | 0.4 | -0.9
COc1cccc(NC(=O)CSc2nnc(-c3cc(C)[nH]n3)n2N)c1 | -3 | 0 | -8 | -17 | -7 | 2 | / | 0.2
CC(CC(=O)N1CCc2ccccc21)S(=O)(=O)c1ccc2c(c1)NC(=O)CO2 (configuration not stated) | 5 | 15 | 6 | 3 | 2 | 1 | / | 0.3
COc1ccc(C(=O)C[n+]2ccc(-c3nnc4n3CCCCC4)cc2)cc1 | / | -4 | 0 | -2 | 2 | 14 | / | 0.1
O=C(CN1CCC(C(=O)c2ccc3c(c2)OCCO3)CC1)NCc1ccccc1 | 3 | -1 | -5 | -5 | -17 | 2 | / | 0.0
O=C(/C=C/c1cccs1)NC(=S)Nc1ccccc1 | 32 | -9 | -4 | -9 | -9 | -28 | -0.1 | 0.3
CN(CC(=O)Nc1ccc(Br)cc1)Cc1ccccc1 | 13 | -10 | -9 | 2 | 4 | -14 | 97* | 0.0
Cc1ccc(-c2noc(CN(C(=O)c3cccs3)C(C)C)n2)cc1 | -2 | / | -19 | 0 | -6 | 0 | / | /
C[C@H]1CN([C@@H](C)CO)S(=O)(=O)c2ccc(/C=C/c3ccccc3)cc2O[C@H]1CN(C)C(=O)c1ccc2c(c1)OCO2 | 10 | / | -10 | -36 | 21 | 17 | -0.1 | -0.2
COc1ccc(OC)c2sc(NC(=O)c3ccc(S(=O)(=O)N4CCOCC4)cc3)nc12 | 1 | -2 | -8 | 9 | -1 | -2 | -0.2 | 0.0
C[C@@H]1CN([C@H](C)CO)C(=O)c2cc(NC(=O)Nc3ccc4c(c3)OCO4)ccc2O[C@@H](C)CCCCO[C@@H]1CN(C)Cc1ccc2c(c1)OCO2 | -19 | -5 | 1 | 5 | 28 | 12 | / | 0.0
CC(C(=O)Nc1ccc(S(=O)(=O)N2CCCC2)cc1)N(C)Cc1ccc(F)cc1 (configuration not stated) | -8 | 8 | -5 | 0 | -19 | 10 | 0.2 | -0.1

Entries of single compounds, looked up by structure. Order of screens: esBAF inh | FN deposition inh | RAD54 branch | S100A4 MyoIIA | RAD52 anneal inh | EWS-Fli block | E-sel inducer | XiGFP reactiv
CCOC(=O)N1CCN(C(=O)c2ccc3c(=O)n(CCc4ccccc4)c(=O)[nH]c3c2)CC1 reads 3 | 1 | 3 | / | / | / | 1.3 | /
COc1ccccc1-c1cnc2c(c1)C(=O)N([C@H](C)CO)C[C@H](C)[C@H](CN(C)CC1CCOCC1)O2 reads -2 | / | 3 | 6 | -7 | -1 | 0.4 | -0.9
CC(C(=O)Nc1ccc(S(=O)(=O)N2CCCC2)cc1)N(C)Cc1ccc(F)cc1 (configuration not stated) reads -8 | 8 | -5 | 0 | -19 | 10 | 0.2 | -0.1
Cc1ccc(-c2noc(CN(C(=O)c3cccs3)C(C)C)n2)cc1 reads -2 | / | -19 | 0 | -6 | 0 | / | /

(listing goes on)
SMILES | esBAF inh | FN deposition inh | RAD54 branch | S100A4 MyoIIA | RAD52 anneal inh | EWS-Fli block | E-sel inducer | XiGFP reactiv
CN(Cc1nccn1C)C(=O)c1cc(COc2ccc3ncccc3c2)on1 | / | -2 | / | -3 | -9 | -2 | 0.2 | 0.0
O=S(=O)(c1cc(F)ccc1F)N1CCN(c2ncnc3ccccc23)CC1 | -49 | 4 | 3 | -1 | -8 | 44 | 0.8 | 0.8
Cc1nn(CC(=O)NCCCN2CCC(Cc3ccccc3)CC2)c(=O)c2cc(-c3ccccc3)nn12 | -7 | -8 | -6 | -4 | -9 | / | 0.3 | 0.0
C[C@@H]1CN([C@@H](C)CO)C(=O)c2cc(-c3cccc(F)c3)cnc2O[C@@H]1CN(C)C(=O)c1cccc(F)c1 | -3 | 2 | -3 | 1 | 9 | -10 | 0.4 | -1.2
COc1ccc(S(=O)(=O)Nc2ccc3c(c2)C(=O)N([C@@H](C)CO)C[C@H](C)[C@H](CN(C)S(=O)(=O)c2ccc(F)cc2)OCCCC[C@@H](C)O3)cc1 | 11 | / | 4 | 11 | -6 | 2 | 0.0 | 0.3
Cc1cc(O)cc(O)c1C=NCc1ccco1 | / | -2 | / | -3 | -25 | 9 | / | 0.0
COc1ccc(S(=O)(=O)N[C@H]2CC[C@H](CC(=O)N3CCN(c4ccccc4)CC3)O[C@H]2CO)cc1 | 2 | 20 | -1 | 1 | -11 | 5 | -0.1 | -0.2
CCOC(=O)c1c(C)n(C)c2cc(Br)c(O)c(O)c12 | 13 | -10 | 25 | 0 | 0 | -18 | 1.8 | 0.8
Cc1nn(-c2ccccc2)c(C)c1C(=O)NCc1ccc(S(N)(=O)=O)cc1 | 9 | 5 | 0 | 0 | 6 | 1 | / | -0.1
COc1cccc(C(O)c2nc(-c3ccncc3)cs2)c1 (configuration not stated) | 4 | 5 | -1 | -2 | -13 | 5 | 0.0 | 0.0
Cc1ccc(N=C2SC(C(=O)Nc3ccc(OC(F)(F)F)cc3)C(N)=C2C(=O)Nc2c(C)cc(C)cc2C)cc1 (configuration not stated) | / | -8 | / | -3 | -18 | / | 1.9 | 1.1
COc1ccc(NC(=O)C(=O)NNC(=O)C(C)Oc2ccc(Cl)cc2Cl)cc1 (configuration not stated) | -3 | / | -3 | -6 | 3 | 10 | / | 0.0
COC(=O)C/C(O)=C(/N=Nc1cccc(C(F)(F)F)c1)C(=O)OC | / | -1 | / | -5 | -9 | 2 | / | 0.0
COc1ccc(-c2coc3cc(OC(C)=O)ccc3c2=S)cc1 | 66* | 11 | 4 | -7 | -10 | -45 | 0.1 | 0.1
O=S1(=O)[C@H]2C[C@@H]3C=C[C@@]2(CN1Cc1cccc(F)c1)O3 | 7 | -3 | 5 | -2 | -7 | 1 | / | 0.1
C[C@@H]1CN([C@H](C)CO)C(=O)Cc2cc(NC(=O)Cn3cnnn3)ccc2O[C@H]1CN(C)C(=O)Nc1cccc2ccccc12 | -1 | 3 | 1 | / | / | -17 | -4.3 | -0.4
Cc1ccc(C(=O)c2nccn2C)cc1C | 38 | 1 | -1 | -1 | -11 | -57 | / | 0.2
CC(=O)Nc1n[nH]c(-c2ccc(C)cc2)c1C | 12 | -3 | -1 | -4 | -10 | -5 | -0.2 | 0.2
CCO[C@@H]1OC(C(=O)Nc2ccccc2)=C[C@H](c2coc3ccccc3c2=O)[C@H]1CCCO | 12 | 14 | -1&4 | -7&0 | 10&-9 | -9&-24 | -0.4 | 0.1
Cc1cc(=O)oc2cc(OCC(=O)N/N=C/c3ccccc3O)ccc12 | -5 | 4 | -10 | 0 | -8 | 4 | 1.2 | 0.1
C[C@@H]1CCCCO[C@@H](CN(C)C(=O)NC2CCCCC2)[C@H](C)CN([C@@H](C)CO)C(=O)c2cc(NC(=O)NC3CCCCC3)ccc2O1 | -2 | -5 | 3 | 3 | -16 | 6 | -0.3 | 0.0
O=C(Nc1ccccc1C(=O)Nc1nnc(C(F)(F)F)s1)c1ccccc1 | / | -7 | -11 | -8 | -3 | -20 | 0.2 | 0.0
Cc1ccccc1NC(=O)CCn1c(=O)oc2ccccc21 | 1 | -1 | -1 | 1 | -12 | -7 | 0.6 | -0.1
CC(=O)c1ccc(NC(=O)C(C)NCc2ccc(Cl)cc2)cc1 (configuration not stated) | / | / | / | -17 | 8 | 9 | / | -0.7
Cc1ccc(-c2csc(NC(=O)CN3CC(C)OC(C)C3)n2)cc1 (configuration not stated) | 18 | -1 | 5 | -3 | -16 | 16 | / | -0.1
Cc1nc2c(C)cccn2c1C(=O)c1ccccc1 | -34 | 6 | -7 | -4 | -6 | 3 | 0.2 | 0.1
CC(C)CC1C(=O)N(Cc2cn(CCC3OCCO3)nn2)CCS(=O)(=O)N1Cc1ccc(-c2ccncc2)cc1 (configuration not stated) | 3 | 8 | 6 | -1 | 0 | 10 | 0.0 | 0.0
CC1SCC(=O)N(CC(=O)NCCc2ccccc2)C1=O (configuration not stated) | / | 10 | / | -1 | -3 | -1 | -0.3 | 0.0
COC(=O)c1ccc2c(c1)NC1=C(C(=O)CC(C)(C)C1)C(c1ccncc1)N2 (configuration not stated) | -5 | 5 | 5 | 0 | -11 | -17 | / | 0.0
COCCCNC(=O)CC[C@H]1O[C@@H](n2cnc3c(NC(=O)c4ccccc4)ncnc32)[C@H](O)[C@@H]1O | -1 | 4 | 4 | -7 | -12 | -10 | 0.1 | 0.3

Looked up by compound from the list above, 2 records:
SMILES | esBAF inh | FN deposition inh | RAD54 branch | S100A4 MyoIIA | RAD52 anneal inh | EWS-Fli block | E-sel inducer | XiGFP reactiv
CCO[C@@H]1OC(C(=O)Nc2ccccc2)=C[C@H](c2coc3ccccc3c2=O)[C@H]1CCCO | 12 | 14 | -1&4 | -7&0 | 10&-9 | -9&-24 | -0.4 | 0.1
Cc1ccc(-c2csc(NC(=O)CN3CC(C)OC(C)C3)n2)cc1 (configuration not stated) | 18 | -1 | 5 | -3 | -16 | 16 | / | -0.1

Continuation.
SMILES | esBAF inh | FN deposition inh | RAD54 branch | S100A4 MyoIIA | RAD52 anneal inh | EWS-Fli block | E-sel inducer | XiGFP reactiv
COc1ccc(Cc2noc(CN3CCCC(C(=O)c4cccs4)C3)n2)cc1OC (configuration not stated) | / | -3 | / | -3 | -9 | 7 | 0.2 | 0.3
CCOc1cc(N2CCOCC2)c(OCC)cc1NC(=O)Cn1cnc2c(=O)n(C)c(=O)n(C)c21 | / | -6 | / | -4 | -8 | 10 | / | 0.2
CN1CCN(C(=O)C[C@H]2C[C@@H]3c4cc(NC(=O)NC5CCCC5)ccc4O[C@@H]3[C@H](CO)O2)CC1 | 5 | -5 | 8 | 3 | 0 | -1 | 0.2 | 0.0
COc1ccc(-c2c(C(C)=O)c(C)n(C)c2C)cc1 | / | -4 | 8 | -1 | -3 | -3 | / | -0.1

Screening results as filed in PubChem.
